VEEV TC-83 Vero – inhibitors of VEEV TC-83 cytopathic effect, confirmation, Vero cells (AID 588727); Vero cells, VEEV TC-83 cytopathic effect inhibition; higher % means a stronger effect; inhibition, % at 20 µM; hits with a dose series show IC50 in µM; hit rate 0.13% among 350,000; in the data active means a potency from the dose series; inconclusive means inhibition mostly from about 14% at the one dose, without a potency; inactive means the rest, 99 in 100 with inhibition below about 12%; further: strong numbers were not always called active
M. tuberculosis HTS – M. tuberculosis growth inhibition, HTS (AID 449762); M. tuberculosis H37Rv growth inhibition, 7H9 media; higher % means a stronger effect; inhibition, % at 25 µM, or IC50 in µM where a hit was titrated; hit rate 0.59% among 330,000; in the data active means a potency from the dose series; inconclusive means inhibition above about 70% without an active follow-up result;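 further: bacterial growth assessed after seven days of incubation; strong numbers were not always called active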
Salmonella PhoP GFP – Inhibition of PhoP regulon, Salmonella typhi GFP reporter cells, confirmation, 4 h (AID 1850); Salmonella Typhi PhoP-promoter GFP reporter, fluorescence, 4 h; higher % means a stronger effect; hit rate 0.33% among 310,000; one-dose inhibition, % at 50 µM; IC50 in µM for titrated hits; in the data active means a potency from the dose series; inconclusive means inhibition mostly from about 25% at the one dose, without a potency; inactive means the rest, 99 in 100 with inhibition below about 19%;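 further: 0% = induced wells with vehicle and 100% = uninduced wells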
influenza NS1A – H1N1 influenza NS1A inhibitors, functional cell based assay (AID 504329). inhibition, % at 12.5 µM, or IC50 in µM where a hit was titrated. NS1A functional cell-based assay, percent inhibition; higher % means a stronger effect. hit rate 0.3% among 340,000; in the data active means a potency from the dose series; inconclusive means inhibition above about 27% without an active follow-up result; further: strong numbers were not always called active
tuberculosis growth – growth inhibition of non-replicating M. tuberculosis (AID 488890); hit rate 0.39% among 320,000; inhibition, % at 25 µM, or IC50 in µM where a hit was titrated; Mycobacterium tuberculosis non-replicating, growth inhibition; higher % means a stronger effect; in the data active means a potency from the dose series; inconclusive means inhibition mostly from about 82% at the one dose, without a potency; inactive means the rest, 99 in 100 with inhibition below about 76%;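 further: plate controls were DMSO cells for no effect and high antibiotic wells for full effect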
VEEV TC-83 Vero 10K pilot screen – recorded beside VEEV TC-83 Vero, whose call it bears; inhibition, %; measured here: 10K pilot screen inhibition
Active calls of the source: *; i = inactive; ? = inconclusive; . = no result given. No enrichment for hits; any-hit rate near 1.6%.

SMILES	VEEV TC-83 Vero	M. tuberculosis HTS	Salmonella PhoP GFP	influenza NS1A	tuberculosis growth	others
COc1ccccc1OCCCC(=O)NC(C)c1ccccc1 (centres undefined)	0.4%	-2%	2%	-17%	-1%
O=C(CN1CCN(C/C=C/c2ccccc2)CC1)NC(=O)NC1CCCCC1	0.6%	48%	-8%	6%	51%
Cc1ccc(Cn2ccc(=O)c(OCc3c(Cl)cccc3Cl)c2C)cc1	3.5%	?	-3%	-14%	?
COc1ccc(-c2cc3c(=O)n(CC(=O)NCc4ccccc4OC)ncn3n2)cc1	i	-8%	15%	2%	26%
O=C(NNC(=O)c1ccc(Cl)cc1Cl)Nc1ccccc1	0.4%	1%	-9%	-5%	-19%
CCOC(=O)[C@H]1[C@H]2COc3ccc(C)cc3[C@@H]2N2C(=O)CN(CC3CCCO3)C(=O)[C@@]12C (some centres undefined)	1.2%	-20%	.	-22%	-3%
Cn1nc([N+](=O)[O-])nc1Sc1ccc(Cl)cc1	i	0%	8%	5%	0%
C=CCN(C(=O)c1ccccn1)C(C(=O)NCc1ccccc1)c1ccccc1F (centres undefined)	3.3%	-10%	-2%	1%	14%
CCCCCC(=O)Nc1ccc2oc(-c3cccnc3)nc2c1	1.7%	-23%	-9%	-1%	-16%
CN(Cc1ccon1)Cc1cn(C)nc1-c1cccc(Cl)c1	i	11%	-11%	2%	-4%
COc1ccc(CCNC(=O)COC(=O)COc2ccc(Cl)cc2)cc1OC	0.7%	6%	-1%	3%	2%
Cc1ccc(S(=O)(=O)n2oc(=O)c(C3CCCCC3)c2N)cc1	2.6%	.	.	3%	.
CC(Sc1ncn[nH]1)C(=O)Nc1cc(C(F)(F)F)ccc1Cl (centres undefined)	7.1%	-6%	.	-1%	6%
O=C(NCCCc1ccc(F)cc1)C1CCC(=O)N(CC2CCCCC2)C1 (centres undefined)	5.3%	3%	8%	7%	4%
CNC(=O)c1cc(Nc2nnc(-c3ccc(C)c(S(N)(=O)=O)c3)c3ccccc23)ccc1OC	1.2%	7%	-8%	-4%	-13%
Cc1cc2c(C)nc(Cc3ccccc3)nc2o1	0.6%	1%	-9%	-2%	-2%
CN(c1cccc(NC(=O)CSc2ccc(Cl)cc2)c1)S(C)(=O)=O	i	5%	2%	1%	25%
CCCOc1ccc(/C=N/NC(=S)Nc2ccccc2[N+](=O)[O-])c(O)c1	.	0%	-7%	.	-7%
COC(=O)N/N=C/c1ccc(OCCSc2ccc(Cl)cc2)c(OC)c1	1.0%	-4%	-2%	-9%	4%
c1csc(CN2CCN(Cc3cccs3)C2c2cccs2)c1	0.3%	64%	5%	-4%	49%
CCN(C(=O)c1cccc(F)c1)c1ccccc1C	0.8%	-3%	4%	-3%	1%	VEEV TC-83 Vero 10K pilot screen=3.2
Cn1c(=O)[nH]c(=O)c2c1nc(N1CCN(C(c3ccccc3)c3ccccc3)CC1)n2CCO	4.7%	6%	5%	1%	-9%
Cc1cccc(NC(=S)N2CCCCCC2)c1	0.5%	6%	-5%	0%	4%
COc1ccccc1-n1c(CCC(=O)O)ccc1-c1ccccc1	i	19%	6%	-10%	15%
N[C@@H](CO)c1cn([C@@H](Cc2cc3ccccc3[nH]2)C(=O)N2CCNCC2)nn1	2.7%	1%	15%	12%	15%
CCc1ccc2n(-c3ccc(OC)cc3)c([S-])c(C(=O)Nc3cc(C)cc(C)c3)[n+]2c1	2.2%	-2%	3%	4%	32%
Cc1nn(CC(=O)Nc2ccc3c(c2)oc2ccccc23)c(=O)c2ccccc12	12%	21%	3%	8%	-13%
COCCn1c(=S)[nH]c2cc(C(=O)N3CCN(c4cccc(Cl)c4)CC3)ccc2c1=O	4.9%	8%	-7%	8%	43%
O=C(COC(=O)CNC(=O)c1ccc(Cl)cc1Cl)NCC1CCCO1 (centres undefined)	0.8%	0%	6%	-6%	-8%
C=CCn1c(SCC(=O)NC(=O)Cc2ccccc2)nc2ccccc2c1=O	0.4%	1%	.	-13%	-7%
CC(=O)c1cc(NC(=O)c2ccccc2)c(=O)oc1/C=C/N(C)C	2.5%	5%	-12%	8%	?
NC1=NC(=O)C(CC(=O)Nc2ccc3c(c2)OCO3)S1 (centres undefined)	i	0%	9%	8%	-2%
COc1cc(OC)c(OC)cc1/C=C1\Oc2cc(OS(C)(=O)=O)ccc2C1=O	1.9%	5%	0%	1%	-4%
COc1ccccc1NC(=O)c1ccccc1Oc1ccccc1	3.0%	18%	-3%	-13%	79%
N#Cc1cccc(C(c2nnnn2C2CCCC2)N2CCC(Cc3ccccc3)CC2)c1 (centres undefined)	i	13%	2%	19%	18%	VEEV TC-83 Vero 10K pilot screen=0.6
Cc1nnc(SCc2ccccc2F)n1NCc1cccs1	0.8%	0%	0%	-1%	23%
COC(=O)c1ccc(NC(=O)CNC(=O)C2CCCCC2)c(C)c1	0.3%	4%	-7%	-2%	-9%
C/C(N)=C(/C#N)C(=O)CSc1nnc(-c2ccccc2)n1C	0.9%	-7%	1%	-7%	-7%
Cc1cc(C)n(CCC(=O)Nc2ccc3c(c2)OCCO3)n1	3.4%	14%	-26%	-3%	-10%
Cc1ccc(S(=O)(=O)NCC(=O)NCC(=O)OCC(=O)NC(=O)NC(C)(C)C)cc1C	2.3%	-3%	7%	-4%	-2%
CC1CCCC(C)N1C(=O)c1cc(F)c(F)cc1Cl (centres undefined)	0.7%	-4%	2%	19%	-3%
COc1cc(CN2CCSCC2)cc(OC)c1OC	3.7%	-11%	-3%	19%	-3%
CCN(CC)C(=O)[C@H]1CC(CC(=O)NC/C=C(\C)CCC=C(C)C)C(=O)N2CCc3c([nH]c4ccccc34)[C@]12C (some centres undefined)	0.2%	26%	.	-15%	46%
CCc1ccc(Nc2ncc3c(n2)CC(C)(C)CC3=O)cc1	0.6%	8%	-7%	0%	11%
NC(=O)COC(=O)c1ccccc1Nc1ccc(SC(F)F)cc1	i	-3%	-5%	-7%	60%
O=C(Nc1ccccc1N1CCOCC1)c1ccc(N2CCCC2=O)cc1	7.9%	-3%	.	-7%	10%
CC(=O)N1CC(C)Sc2ccc(S(=O)(=O)NC3CCCCC3)cc21 (centres undefined)	0.1%	1%	4%	-2%	19%
Cc1nn(-c2ccccc2)c(C)c1/C=N/n1c(-c2ccncc2)n[nH]c1=S	?	6%	-2%	-3%	-26%
COc1cc(/C=N\N=C2/SC(CC(=O)O)C(=O)N2c2ccc(O)cc2)ccc1O (centres undefined)	0.6%	-10%	-10%	1%	-18%
COc1ccc(NC(=O)c2ccc(F)cc2)cc1S(=O)(=O)Nc1cc(C)ccc1Br	1.1%	-8%	0%	-7%	0%
COc1cc(OC)cc(-c2c(-c3cccs3)c3cc(-c4cnc(OC)nc4)ccc3n2C)c1	2.0%	7%	.	1%	36%	VEEV TC-83 Vero 10K pilot screen=5.7
O=C(/C=C/c1ccc2c(c1)OCO2)c1c(O)n(CCc2ccccc2)c(=O)[nH]c1=O	3.7%	?	-231%	.	?
CCCCn1c(SCn2nnc3ccccc3c2=O)nc2cc(S(N)(=O)=O)ccc21	i	3%	3%	-15%	19%
O=C(NCCc1csc(-c2ccc(Cl)cc2)n1)c1ccco1	7.6%	11%	12%	1%	42%
CCOC(=O)C1CCCN(C(=S)Nc2cccc(Cl)c2C)C1 (centres undefined)	0.5%	2%	-2%	18%	9%
Cc1nnsc1C(=O)N1CCN(c2ccc(C#N)cn2)CC1	i	2%	10%	.	-9%
CNS(=O)(=O)c1ccc(NC(=O)Nc2cccc(F)c2)cc1	0.6%	-2%	-13%	-3%	7%
COc1ccccc1CNC(=O)c1ccc2c(=O)n(CCCN3CCCC3=O)c(=S)[nH]c2c1	1.4%	7%	-7%	-3%	-20%
COc1ccccc1/C=C/CN1CCSCC1	0.7%	-8%	-6%	-32%	-11%
O=C(O)c1n[nH]nc1-c1ccccc1	0.4%	-3%	-3%	-8%	-7%

Further entries
SMILES	VEEV TC-83 Vero	M. tuberculosis HTS	Salmonella PhoP GFP	influenza NS1A	tuberculosis growth	others
COc1ccccc1CNC(=O)CCCc1nnc2n(C)c(=O)c3sccc3n12	i	-3%	-6%	12%	-9%
CC1(C)Cc2c(sc3c2C(=O)NC(c2cccnc2)N3)CO1 (centres undefined)	3.1%	-11%	9%	8%	10%
COc1ccc(F)cc1S(=O)(=O)N1CCC2(CC1)OCCN2S(=O)(=O)c1ccccc1	i	.	.	0%	.
CN(C)c1ccc(/C=C/c2ccc3c4ccccc4ccc3[n+]2-c2ccccc2)cc1	i	.	.	2.4µM*	.
COc1ccc(C(=O)Nc2ccc(NC(=O)c3cccc(OC)c3)cn2)cc1	3.1%	9%	3%	3%	-2%
O=C(CCCN1C(=O)/C(=C\c2ccccc2)SC1=S)Nc1ccc(C(=O)O)cc1	0.2%	1%	6%	13%	13%

Of the compounds above, 13 have a Cl atom:
SMILES	VEEV TC-83 Vero	M. tuberculosis HTS	Salmonella PhoP GFP	influenza NS1A	tuberculosis growth	others
Cc1ccc(Cn2ccc(=O)c(OCc3c(Cl)cccc3Cl)c2C)cc1	3.5%	?	-3%	-14%	?
O=C(NNC(=O)c1ccc(Cl)cc1Cl)Nc1ccccc1	0.4%	1%	-9%	-5%	-19%
Cn1nc([N+](=O)[O-])nc1Sc1ccc(Cl)cc1	i	0%	8%	5%	0%
CN(Cc1ccon1)Cc1cn(C)nc1-c1cccc(Cl)c1	i	11%	-11%	2%	-4%
COc1ccc(CCNC(=O)COC(=O)COc2ccc(Cl)cc2)cc1OC	0.7%	6%	-1%	3%	2%
CC(Sc1ncn[nH]1)C(=O)Nc1cc(C(F)(F)F)ccc1Cl (centres undefined)	7.1%	-6%	.	-1%	6%
CN(c1cccc(NC(=O)CSc2ccc(Cl)cc2)c1)S(C)(=O)=O	i	5%	2%	1%	25%
COC(=O)N/N=C/c1ccc(OCCSc2ccc(Cl)cc2)c(OC)c1	1.0%	-4%	-2%	-9%	4%
COCCn1c(=S)[nH]c2cc(C(=O)N3CCN(c4cccc(Cl)c4)CC3)ccc2c1=O	4.9%	8%	-7%	8%	43%
O=C(COC(=O)CNC(=O)c1ccc(Cl)cc1Cl)NCC1CCCO1 (centres undefined)	0.8%	0%	6%	-6%	-8%
CC1CCCC(C)N1C(=O)c1cc(F)c(F)cc1Cl (centres undefined)	0.7%	-4%	2%	19%	-3%
O=C(NCCc1csc(-c2ccc(Cl)cc2)n1)c1ccco1	7.6%	11%	12%	1%	42%
CCOC(=O)C1CCCN(C(=S)Nc2cccc(Cl)c2C)C1 (centres undefined)	0.5%	2%	-2%	18%	9%
